High-throughput results from PubChem BioAssay.
Shn3 inh set2: Schnurri-3 reporter inhibition in Clone20 osteoblasts; inhibition, % at 12.5 µM; Clone20 osteoblast Shn3 3'UTR firefly luciferase, 24 h; AID 588674; 0.52% of 360,000 active;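 active = mean inhibition of at least 75% with every replicate also reaching 75%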;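 note: 0% = median of neutral control wells and 100% = pilot-screen positive control compound; some compounds past the cut are filed as inactive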
CF NFkB block: cystic fibrosis NF-kB activation inhibition. KKLEB NF-kB-GFP reporter, PAF-induced, GFP fluorescence overnight. inhibition, % at 5 µM. 0.86% of 360,000 active. AID 588850;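 active = at least 50% inhibition at 5 µM, scaled per plate between neutral and stimulator controls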;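 note: PAF is a Pseudomonas aeruginosa culture filtrate used as stimulus; plate controls were PAF-stimulated DMSO wells for no effect and unstimulated DMSO wells for full effect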
TRAIL sens C8: sensitizes caspase-8 expressing cells to TRAIL | NB7+C8 cells + TRAIL, ATPlite viability luminescence | inhibition (viability loss, TRAIL sensitization), % at 10 µM | 1% of 360,000 active;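 active = compounds causing at least 50% loss of cell viability in the single-dose screen, relative to plate controls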
NR2E3 ag-1: activates human photoreceptor nuclear receptor NR2E3. GST-NR2E3/biotin-RetCOR TR-FRET, 1536-well. inhibition of corepressor binding, % at 4.78 µM. 0.12% of 320,000 active. AID 2300;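 active = percent inhibition above the cutoff of mean plus 3 SD of all tested compounds, set per screening campaign, cut at about 20% in these data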;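 note: 0% = DMSO wells and 100% = biotin wells as full block of FRET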
Target sequence (Q9Y5X4 whole entry, looked up): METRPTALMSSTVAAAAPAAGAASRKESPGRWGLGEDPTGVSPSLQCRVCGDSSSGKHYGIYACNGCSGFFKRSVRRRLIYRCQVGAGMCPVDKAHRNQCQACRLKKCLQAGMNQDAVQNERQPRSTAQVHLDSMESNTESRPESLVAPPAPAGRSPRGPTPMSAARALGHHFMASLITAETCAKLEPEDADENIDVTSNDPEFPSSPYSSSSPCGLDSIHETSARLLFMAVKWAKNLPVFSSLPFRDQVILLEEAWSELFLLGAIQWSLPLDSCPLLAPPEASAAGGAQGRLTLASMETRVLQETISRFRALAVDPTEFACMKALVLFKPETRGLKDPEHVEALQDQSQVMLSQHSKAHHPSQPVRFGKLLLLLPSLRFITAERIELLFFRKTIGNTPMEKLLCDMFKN
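System: GST-NR2E3 and biotin-RetCOR proteins; probe or stimulus: 7 nM biotin-RetCOR; doses: compound at 4.8 µM, single dose; schedule: Compound–protein incubation for 5 h at 4 °C; detection: time-resolved FRET; read-out: percent inhibition; controls: biotin wells as high control, 0.6% DMSO wells as low control; format: 1536-well plates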
MITF TRPM1 inh: inhibitors of MITF-driven TRPM1 promoter in melanoma cells; SK-MEL-5 TRPM1 promoter luciferase, 24 h; inhibition, % at 12.5 µM; 0.83% of 330,000 active; AID 488899;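 active = mean inhibition across replicates of 60% or more, whatever share of single replicates reaches that level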; note: values of inactives mirror those of a sister screen read the other way
HIF-2a inh: blocks HIF-2a reporter activity; 786-0 RCC cells HIF-2a reporter, luciferase luminescence, overnight; inhibition, % at 18.8 µM; 0.72% of 360,000 active;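 active = inhibition of the luminescence signal of 40% or more relative to plate controls, in a single-dose primary screen at 18.75 µM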
NR2E3 ag-2: activates human NR2E3 receptor. Q9Y5X4. CHO-S Gal4-NCOR/VP16-NR2E3 two-hybrid, luciferase. inhibition of corepressor binding, % at 3.98 µM. 0.35% of 360,000 active. AID 602229;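 active = inhibition above the mean of all tested compounds plus 3 SD, cut at about 70% in these data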;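 note: 0% = DMSO with NR2E3 transfected cells and 100% = cells lacking NR2E3 construct; higher means lower luciferase signal from less NR2E3 corepressor binding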
KKLEB tox: CF airway cell cytotoxicity counter-screen. KKLEB CF airway cells viability, ATPlite luminescence, overnight; stronger effect = lower value; cells stimulated with P. aeruginosa culture filtrate. activity change (cytotoxicity), % at 5 µM. 0.36% of 360,000 active. AID 602141;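 active = corrected activity change at or below -50% at 5 µM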
TROY signal inh: inhibitors of TROY-dependent NF-kB signaling | 0.98% of 360,000 active | inhibition, % at 10 µM | Q293 LMP1-TROYcd NF-kB luciferase reporter, 4 h | AID 1347056;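 active = compounds whose plate-normalised and pattern-corrected inhibition of the luciferase reporter signal at the single screening dose is 50% or more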
Peg3 prom inh: inhibitors of Peg3 promoter; HeLa PEG-Prom luciferase reporter, luminescence, overnight; inhibition, % at 20 µM; 1.7% of 360,000 active;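 active = inhibition of at least 50% at 20 µM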
TWEAK Fn14 block: blocks TWEAK-Fn14 interaction in a reporter cell assay; inhibition, % at 10 µM; TWEAK-stimulated Fn14 reporter cells, luciferase luminescence, 8 h; 2% of 360,000 active; AID 1159606; in the data active = inhibition above about 50%
An asterisk follows results filed as active; . = no result given; & = joins results of further samples. The list is partial; count on the stated rates, not on these rows.

The opening 2 entries (preview)
Molecule,MITF TRPM1 inh,Shn3 inh set2,Peg3 prom inh,KKLEB tox,TROY signal inh,NR2E3 ag-1,HIF-2a inh,TRAIL sens C8,CF NFkB block,NR2E3 ag-2,TWEAK Fn14 block
O=C(O)c1cccc(N2C(=O)c3ccc(C(=O)c4cccc([N+](=O)[O-])c4)cc3C2=O)c1,-12,4,-1,-3,-4,4,5,12,9,-23,5
O=C(COC(=O)c1ccc(F)cc1F)Nc1cccc(S(=O)(=O)N2CCOCC2)c1,-10,-12,15,-14,-14,.,14,5,27,-19,-1

The listing, repeating the preview:
Molecule,MITF TRPM1 inh,Shn3 inh set2,Peg3 prom inh,KKLEB tox,TROY signal inh,NR2E3 ag-1,HIF-2a inh,TRAIL sens C8,CF NFkB block,NR2E3 ag-2,TWEAK Fn14 block
O=C(O)c1cccc(N2C(=O)c3ccc(C(=O)c4cccc([N+](=O)[O-])c4)cc3C2=O)c1,-12,4,-1,-3,-4,4,5,12,9,-23,5
O=C(COC(=O)c1ccc(F)cc1F)Nc1cccc(S(=O)(=O)N2CCOCC2)c1,-10,-12,15,-14,-14,.,14,5,27,-19,-1
COc1ccc(C2SCC(=O)N2CCCN(C)C)cc1 (stereo unspecified),2,-4,9,2,-4,1,11,6,9,-5,8
CC(=O)Nc1cccc2c1C(=O)N(c1ccc(OC(C)=O)cc1)C2=O,-15,-11,13,1,38,-2,2,2,0,-18,25
CC(C)N(CCNC(=O)c1ccc(OCC2CCCO2)cc1)C(C)C (stereo unspecified),0,-3,16,2,6,5,7,-5,-13,5,0
CC(CO)N1CCS(=O)(=O)CC1 (stereo unspecified),4,-4,7,4,2,4,5,2,9,-8,-9
CCc1ccc(N2CC(C(=O)NCc3ccc4c(c3)OCO4)CC2=O)cc1 (stereo unspecified),8,8,-1,9,-12,0,8,-8,-11,-17,-12
CCCCN1CC(N2CCN(C)CC2)CS1(=O)=O (stereo unspecified),.,2,-15,-3,3,.,-1,6,-13,7,-10
Cc1c(Cl)cccc1NC(=O)C1NC(=O)CC1c1ccccc1 (stereo unspecified),.,7,19,17,-12,1,1,-10,6,1,12
Cc1ccc(CN2CC(C(=O)Nc3ccc(S(=O)(=O)N4CCCCC4)cc3)CC2=O)cc1 (stereo unspecified),4,20,40,15,-8,4,14,2,16,-19,23
Cc1ccccc1N1CCN(C2CCCN(C(=O)CCN3CCCCO3)C2)CC1 (stereo unspecified),3,5,11,-4,5,-2,16,-4,13,-24,5
CCOC(=O)CC(=O)CSc1ncnc2c1nnn2-c1ccc(OC)cc1,1,-40,-1,4,-25,5,10,18,3,-31,-29
OC1(C#CCN2CCCC2)CCCCC1,-1,-1,1,12,-1,0,14,-2,-14,-7,18
COc1cc2nc(CN(C)Cc3ccc(Cl)cc3)[nH]c(=O)c2cc1OC,10,-4,16,-2,-17,-3,28,2,11,-24,20
O/N=C/c1ccccc1OCc1ccccc1Cl,-3,-2,-5,3,-8,6,-48,16,-14,-34,8

Next compounds follow.
Molecule,MITF TRPM1 inh,Shn3 inh set2,Peg3 prom inh,KKLEB tox,TROY signal inh,NR2E3 ag-1,HIF-2a inh,TRAIL sens C8,CF NFkB block,NR2E3 ag-2,TWEAK Fn14 block
Cc1cc(C)cc(C(=O)NC(CC(N)=O)c2ccc(N3CCC(Br)CC3)c([N+](=O)[O-])c2)c1 (stereo unspecified),-1,-15,9,-4,-4,2,-3,-26,23,1,-13
Cc1ccc(NC(=O)C(C)N2CCN(C)CC2)cc1S(=O)(=O)N1CCOCC1 (stereo unspecified),1,9,8,-17,2,1,0,-30,-41,-19,7
CCOc1cccc(OCCOCCN(C)C)c1,10,9,-1,-3,17,-1,12,-3,-2,-1,0
CS(=O)(=O)N(CC(=O)Nc1cccnc1)c1ccc2c(c1)OCO2,-2,0,-6,-5,8,1,2,3,22,6,5
CCOC(=O)C1=C(c2ccccc2)Nc2ncnn2C1c1cccc(OC)c1OC (stereo unspecified),-5,4,9,6,-9,0,15,-8,2,-4,4
COc1ccc(N2CCN(C3CCCN(C(=O)CN4CCCCC4=O)C3)CC2)cc1 (stereo unspecified),1,3,6,3,-20,2,4,-1,1,4,23
CCCN1CCN(C(=O)CN2C(=O)CC(C)(C)S(=O)(=O)c3ccccc32)CC1,-3,-5,-4,-3,-7,4,13,19,10,-13,10
COc1cc2c(cc1OC)-c1cc(NC3CCCCCCC3)nc(=O)n1CC2,2,12,-2,-15,15,2,0,-16,22,16,-23
O=C(Cc1n[nH]c(=O)c2ccccc12)N1CCN(c2ccc(F)cc2)CC1,6,8,6,-2,10,1,16,17,3,-36,5
Cc1cc(C(=O)OCC(=O)c2c(N)n(C)c(=O)n(C)c2=O)c(C)o1,1,-22,0,4,.,-2,13,0,-14,-14,14
CCOC(=O)c1cn2cccnc2n1,1,7,-3,-5,-6,2,17,-2,8,-2,1
COc1cccc(NC(=O)CCNS(=O)(=O)c2cccc3nsnc23)c1,1,-30,4,7,4,-4,16,-5,-4,-5,8
CCCn1nc(C(=O)OCC(=O)Nc2cccc(S(N)(=O)=O)c2)c2ccccc2c1=O,6,6,10,3,32,-3,19,2,-4,-21,-9
CCN(CC)S(=O)(=O)c1ccc(-c2nnc(SCC(=O)Nc3nc(C)cs3)o2)cc1,3,1,4,1,-8,0,0,-9,-7,-6,4
O=C(c1c[nH]c(C(=O)C(Cl)(Cl)Cl)c1)c1ccccc1F,14,-2,13,2,-19,0,20,9,7,-16,49

Next section.
Molecule,MITF TRPM1 inh,Shn3 inh set2,Peg3 prom inh,KKLEB tox,TROY signal inh,NR2E3 ag-1,HIF-2a inh,TRAIL sens C8,CF NFkB block,NR2E3 ag-2,TWEAK Fn14 block
Cc1c(C)c2c(OCC(=O)NC3CC3)cc3c(c2oc1=O)CCC(C)(C)O3,.,16,16,-18,14,1,-1,8,19,-6,-6
CCNC(=O)N(CC)C[C@H]1N[C@@](Cc2ccccc2)(C(=O)OC)[C@H]2C(=O)N(Cc3ccccc3)C(=O)[C@@H]12,-7,-1,-7,11,-10,.,7,1,-23,-30,21
Cc1ccc(C(C)C)c(OCC(=O)NNC(=O)Cc2ccc(S(=O)(=O)N3CCOCC3)s2)c1,4,-11,-6,-5,17,.,-10,6,-8,6,16
CCC(C)NC(=O)C(CCSC)NC(=O)c1ccccc1 (stereo unspecified),-7,4,6,10,2,-2,5,-7,4,-26,-1
CCN(CC)CCNC(=O)CCn1nc(-c2ccc(Cl)cc2)ccc1=O,11,-5,15,0,7,0,10,18,21,-5,-7
CCc1nc(SCC(=O)Nc2ccc(C(=O)O)cc2)n[nH]1,6,3,7,-1,-27,0,3,-1,-8,24,5
COc1ccccc1OCC(=O)O,-3&0,-5&-29,18&-1,9&-5,-16&-7,3&-2,23&14,12&-4,-14&8,-16&14,-12&-11
CC(C)(C)c1ccc(CC(=O)N2CCC2(C)C(=O)Nc2cnc3ccccc3c2)cc1 (stereo unspecified),.,71,22,-8,45,.,13,27,4,67,49
O=C(O)c1cccc(-n2cccc2/C=C2/NC(=O)N(c3ccc(Cl)cc3)C2=O)c1,10,-7,7,8,-39,.,-5,-9,-5,-26,46
c1ccc(-c2nc3cnccn3c2Nc2ccc3c(c2)OCCO3)cc1,-2,-19,-4,-4,-47,0,-13,-4,13,-30,13
O=C1C2CC=C(Cl)CC2C(=O)N1CCN1CCOCC1 (stereo unspecified),10,-15,14,3,3,1,8,-13,2,-16,-6
COc1ccc(CNC(=O)C[C@H]2C[C@H](C(=O)N3CCOCC3)[C@@]3(CCC4CCCC4)c4[nH]c5ccc(Cl)cc5c4CCN3C2=O)cc1OC,73*,57,56*,27,49,.,8,32,8,-27,61*
O=C1NC(=O)C(c2ccccc2)(C2CCCC2)N1 (stereo unspecified),2,-5,-3,7,3,.,9,-1,-18,-7,-26
Cc1cc(=O)[nH]c(SCCCOc2ccc(F)cc2)n1,11,-2,18,-3,3,-4,5,-10,-7,-10,-16
NC(=O)Cn1c(=O)n(Cc2ccccc2)c(=O)c2cccnc21,4,-3,17,-7,-8,2,0,23,6,21,-3

(cont.)
Molecule,MITF TRPM1 inh,Shn3 inh set2,Peg3 prom inh,KKLEB tox,TROY signal inh,NR2E3 ag-1,HIF-2a inh,TRAIL sens C8,CF NFkB block,NR2E3 ag-2,TWEAK Fn14 block
O=C(COC(=O)c1cc(=O)[nH]c2ccccc12)Nc1nccs1,2,5,-9,11,-18,-2,7,6,-12,-24,-2
CC1CCN(CCCn2c(=S)[nH]c3c(sc4ccccc43)c2=O)CC1,-38,5,-88,25,4,1,-128,6,-9,-32,-27
CS(=O)(=O)c1ccc2nc(NC(=O)C3CCCO3)sc2c1 (stereo unspecified),-9,-41,-44,6,-28,1,-72,0,-5,-48,-16
O=C(Nc1cccc(Cl)c1)O/N=C\c1ccncc1,13,-6,-12,3,-27,2,-25,0,-3,-25,-1
CCCc1c(C)c2c(C)[nH]nc2oc1=O,-6,-1,-3,-5,3,-1,-17,9,11,-29,-14
Cc1ccc(C)c(N2CCN(C(=O)C3CCCN(S(=O)(=O)c4c(C)noc4C)C3)CC2)c1 (stereo unspecified),15,50,20,-10,14,3,24,22,16,-10,16
Cc1noc(C)c1COc1ccccc1C(=O)N(C)CC(=O)Nc1cccc(F)c1,-9,0,-12,-1,-21,3,-3,5,-8,-12,3
COc1ccc(S(=O)(=O)N2CCN(c3ncnc4c(-c5ccccc5)nsc34)CC2)cc1,-1,41,-8,-4,0,0,-26,23,0,-27,13
NC(=O)c1ccc(NC(=O)COC(=O)CCSc2ccccc2)cc1,9,10,-14,-5,2,-2,15,33,3,-23,-3
Cc1ccc(C(C)C)c(OCc2n[nH]c(=S)o2)c1,12,12,-5,5,3,5,-4,-5,-2,-39,14
c1ccc(-n2nnc3ccccc32)nc1,-81,-41,-93,3,-45,3,-113,6,20,-33,-37
CN1CCN(Cc2nc3c(c(=O)n(C)c(=O)n3C)n2CCCc2ccccc2)CC1,11,8,2,5,-1,3,9,23,-4,-12,-8
COc1ccc(OC)c(N=Cc2c(O)[nH]c3ccccc23)c1,5,-17,5,-23,-44,0,-22,3,16,-13,-8
CCOC(=O)c1cccc(NC(=O)c2cccs2)c1,-33,36,-99,6,-14,1,-132,8,1,-30,-6
Cc1cc(C)cc(NS(=O)(=O)c2ccc3oc(=O)ccc3c2)c1,7,16,9,3,20,2,22,1,2,12,6

(next part)
Molecule,MITF TRPM1 inh,Shn3 inh set2,Peg3 prom inh,KKLEB tox,TROY signal inh,NR2E3 ag-1,HIF-2a inh,TRAIL sens C8,CF NFkB block,NR2E3 ag-2,TWEAK Fn14 block
CCN(CC)C(=O)CC1(c2ccccc2OC)CCOC(C(C)C)C1 (stereo unspecified),-8,16,8,-2,-3,3,19,-2,0,2,-4
NS(=O)(=O)c1ccc(CNC(=O)c2cc(-c3ccccc3)nc3ccccc23)cc1,-1,6,6,-1,3,0,4,0,-23,5,-3
COc1ccc(NC(=O)C(NC(=O)c2ccc(=O)[nH]c2)c2ccc(OC)cc2)cc1 (stereo unspecified),3,-12,11,19,-9,-1,10,-1,2,4,-9
COc1ccc(NC(=O)CSc2nc3scc(C)c3c(=O)[nH]2)cc1,3,11,1,-5,7,2,-8,13,-95,8,-19
O=C(COC(=O)c1ccc2c(c1)OCCO2)Nc1cccc(S(=O)(=O)N2CCOCC2)c1,1,-8,-8,11,56*,6,13,4,-1,-25,26
